HCT116 PTEN-null = growth suppression of PTEN-null HCT116, primary screen, cell-based, CellTiter-Glo; HCT116 PTEN-null viability, 60 h; stronger effect = lower value; viability, % at 10 µM; hit rate 1.2% among 140,000;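 active = viability at or below a set limit, 4 SD under the median of all tested compounds, cut at about 3.7% in these data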;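 note: PTEN knockout HCT116 line with beta catenin targeted HCT116 as companion control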
NPY Y2 blocker = NPY-Y2 receptor antagonists, primary screen, cell-based. hit rate 0.99% among 140,000. NPY-Y2 expressing cells, antagonist mode. inhibition, % at 2.7 µM; in the data active = inhibition above about 17%;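 note: 0% = vehicle with agonist challenge and 100% = reference antagonist with challenge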
Target sequence (P49146 whole entry, looked up): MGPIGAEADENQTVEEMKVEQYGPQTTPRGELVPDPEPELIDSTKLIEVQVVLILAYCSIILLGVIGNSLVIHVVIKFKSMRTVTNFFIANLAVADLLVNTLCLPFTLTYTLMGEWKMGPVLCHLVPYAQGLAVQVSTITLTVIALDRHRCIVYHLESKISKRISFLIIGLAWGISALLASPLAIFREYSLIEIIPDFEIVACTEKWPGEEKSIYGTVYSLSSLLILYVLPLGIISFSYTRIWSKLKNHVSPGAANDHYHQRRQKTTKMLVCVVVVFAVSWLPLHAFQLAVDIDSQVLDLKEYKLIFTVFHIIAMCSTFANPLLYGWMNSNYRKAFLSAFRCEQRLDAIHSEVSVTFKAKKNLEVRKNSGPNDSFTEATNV
BB579 growth dn = growth inhibitors of yeast BB579 in restrictive medium, primary screen, yeast lifespan-shortening project, S. cerevisiae; OD615, 48 h; inhibition, % at 10 µM; hit rate 0.51% among 140,000; AID 804, 2007;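 active = inhibition above a set limit, 3 SD over the mean compound inhibition, cut at about 44% in these data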; note: inactives centre near -24
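Material: Saccharomyces cerevisiae DeaD strain BB579, replicative lifespan model yeast; buffer or medium: CSMM-D restrictive synthetic medium containing dextrose (glucose); compound: 10 µM single dose, DMSO 0.25%; timing: 48 h compound exposure at 30 °C after 4 h preincubation; signal: turbidity as optical density at 615 nm; benchmarks: positive control amphotericin B 10 µg/mL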
GALR2 antag = GALR2 antagonists in receptor-expressing cells, primary screen. inhibition, % at 4 µM. antagonist mode. hit rate 0.39% among 140,000. Galanin receptor type 2 (Homo sapiens), O43603. AID 828, 2007; in the data active = inhibition above about 27%;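 note: cells stimulated with galanin 1-16 at roughly its EC80; 0% = agonist challenge control and 100% = basal control without agonist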
Target sequence (O43603 whole entry, looked up): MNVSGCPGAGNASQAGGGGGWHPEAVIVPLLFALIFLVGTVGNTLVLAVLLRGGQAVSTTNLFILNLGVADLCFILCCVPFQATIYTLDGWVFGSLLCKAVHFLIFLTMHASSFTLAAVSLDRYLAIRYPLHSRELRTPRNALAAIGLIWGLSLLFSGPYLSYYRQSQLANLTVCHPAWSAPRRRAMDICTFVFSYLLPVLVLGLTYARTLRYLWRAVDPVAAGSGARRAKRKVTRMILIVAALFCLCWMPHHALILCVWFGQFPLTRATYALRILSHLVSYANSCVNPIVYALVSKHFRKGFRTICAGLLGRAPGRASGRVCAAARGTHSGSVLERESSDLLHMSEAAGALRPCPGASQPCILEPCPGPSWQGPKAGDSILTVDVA
Phagocyt inh = inhibitors of macrophage phagocytosis, primary screen, imaging, J774A.1 cells, IgG beads; J774A.1 macrophage IgG-bead phagocytosis; inhibition, % at 5 µM; hit rate 0.07% among 110,000; AID 1029, 2008;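 active = inhibition above the mean of the plate negative controls plus 5 SD, cut at about 13% in these data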;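 note: phagocytic index as fraction of beads internalized from green versus red external bead signal; plate controls were DMSO negative control for no effect and cytochalasin-D positive control for full effect; some results beyond the cut were filed as inactive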
E-sel TNF inh = E-selectin induction blockers in HUVEC – imaging, immunofluorescence, high content, primary screen. inhibition, % at 2 µM. hit rate 0.71% among 120,000. HUVEC TNFa-induced E-selectin immunofluorescence. AID 1246, 2008;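 active = inhibition above the batch mean plus 3 SD, and confirmed as a hit on visual image review, cut at about 43% in these data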;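 note: 0% = TNF-stimulated DMSO wells and 100% = unstimulated control wells; not every result past the cut was called active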
MRP-1 activ = H69AR viability gain despite doxorubicin, primary screen, MRP-1 activator project, H69AR cells, CellTiter-Glo. viability rescue. AID 799, 2007. viability increase, % at 10 µM. hit rate 0.61% among 140,000;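 active = viability gain under doxorubicin at or above a set limit, the compound median plus 3 SD, cut at about 4.7% in these data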;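 note: MRP-1 overexpressing cells given doxorubicin 25 µM after compound pretreatment; 18-22 h compound pretreatment then 72 h with doxorubicin before readout; 0% = doxorubicin-only wells and 100% = vehicle-treated cells without doxorubicin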
Measles CPE = compounds protecting cells from measles virus cytopathic effect, primary screen, measles RdRp inhibitor project, single point, MLSMR library, absorbance; Measles virus-infected cells, CPE protection; AID 841, 2007; protection (pct of control), % at 4 µM; hit rate 1.5% among 140,000; in the data active = protection mostly above about 24%, no sharp cut-off; inactive = mostly below about 26%; note: some compounds called inactive have numbers as strong as hits
Yeast lifespan up = compounds extending yeast replicative lifespan, primary screen, S. cerevisiae, OD615; S. cerevisiae growth with nicotinamide; deaD strain in restrictive glucose medium; inhibition of the nicotinamide effect, % at 10 µM; hit rate 0.68% among 130,000; AID 775, 2007;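 active = inhibition above a set limit, placed 3 SD over the median of all compounds, cut at about 26% in these data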;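 note: 0% = nicotinamide-treated wells and 100% = cells grown without nicotinamide; some compounds called inactive have numbers as strong as hits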
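Measured by: optical density (absorbance) at 615 nm; System: modified budding yeast, DeaD strain; Medium: restrictive CSMM-D dextrose medium; Timing: 4 h preincubation then 48 h treatment at 30 °C.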
HCT116 bCat-KO = primary screen for growth suppressors in beta-catenin knockout HCT116 cells (colon tumor, human); hit rate 1.5% among 140,000; HCT116 beta-catenin knockout viability, CellTiter-Glo, 60 h; stronger effect = lower value; AID 818, 2007; viability, % at 10 µM;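 active = viability at or under a set limit, the compound median less 4 SD, cut at about 6% in these data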;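 note: 0% = Hyamine 1622 control at 20 µM and 100% = untreated cell control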
An asterisk follows results filed as active; . = no result given.

SMILES	HCT116 PTEN-null	NPY Y2 blocker	BB579 growth dn	GALR2 antag	Phagocyt inh	E-sel TNF inh	MRP-1 activ	Measles CPE	Yeast lifespan up	HCT116 bCat-KO
CCN(CCO)Cc1csc2ccc(C(C)(C)C)cc12	71	7	-2	1	-2	.	-3.9	8	3	65
COc1ccc(C)cc1S(=O)(=O)N(C)CC(=O)NC1CCCC1	105	0	-11	2	1	-9	-0.7	6	4	92
CCCc1ccc(OC(=O)c2cccs2)cc1	96	3	30	-8	2	17	0.2	28	-10	98
O=C(COC(=O)c1ccc(Br)o1)NCc1cccs1	.	0	-24	2	0	19	-0.9	23	-15	93
O=C(O)Cn1cc2c(n1)CCCCC2	98	0	-10	-6	-1	-25	-1.4	14	1	94
COc1cc(N)ccc1C(=O)O	97	2	-34	-7	1	.	-1.3	14	-2	95
C=CCOc1ccc2nc(NC(=O)OC)[nH]c2c1	16	1	-5	-2	6	.	-3.6	4	-18	13
O=S(Cc1ccc(Br)cc1)Cc1nnc(SCc2c(Cl)cccc2Cl)n1-c1ccccc1 (configuration not stated)	48	4	-19	-13	3	.	1.2	12	-3	35
CCCCC(=O)NC(NC(=O)CCCC)c1ccc(OCC(C)C)c(OC)c1	104	1	-31	-14	-2	.	0.1	8	6	98
CCOC(=O)CNC(=O)CSc1nnc(-c2cccc(C)c2)n1-c1ccc(OC)cc1	102	1	-30	10	0	3	-2.1	3	-5	98
O=C(c1ccccc1)N1N=C(c2ccccc2)CC1c1ccc2nccnc2c1 (configuration not stated)	70	0	5	10	-9	-1	-2.9	1	6	80
CN=C1SC(CC(=O)Nc2sc(C)c(C)c2C(=O)OC)C(=O)N1C (configuration not stated)	87	2	-60	-6	-1	31	-1.1	2	-15	98
CCc1c(C)nc(SCC(=O)c2ccc(C)c(C)c2)[nH]c1=O	91	5	-4	-1	-3	3	-1.8	3	-4	98
CC(C)CN(CC(C)C)C(=O)Cc1coc2ccc3ccccc3c12	63	14	-28	0	1	7	-4.4	5	46	79
CCOC(=O)c1c(C)n(C)c2ccc(OC)c(NC(=O)CCN3CCSCC3)c12	90	-2	-36	-4	0	-4	-0.1	37*	-4	99
COc1ccc(-c2nc3c(n2O)CCCC3=O)cc1OC	103	5	-14	-1	0	.	-3.4	89*	-14	99
CS(=O)c1nc(-c2ccc(Br)cc2)cc(-c2ccccc2)c1C#N (configuration not stated)	1.8*	2	-55	57*	-2	.	-2.5	5	-7	1.8*
CN1C(=O)CSc2ccc(NC(=O)Nc3ccccn3)cc21	41	2	-51	-12	-1	.	-0.9	16	-9	47
Cc1nn(-c2ccccc2)c(N)c1C(O)(CC(=O)C(F)(F)F)C(F)(F)F (configuration not stated)	102	0	-42	3	-1	.	0.4	6	2	97
COC(=O)C1C2C=CC3(CN(Cc4cccs4)C(=O)C13)O2 (configuration not stated)	100	0	-21	3	.	-21	-0.8	3	-14	111
Brc1ccc(Oc2ncc(CN3CCOCC3)s2)cc1	88	0	-22	2	.	-28	-0.1	3	-11	92
COC(=O)c1cc2ccccc2c(-c2c(O)ccc3ccccc23)c1O	89	-3	31	1	-12	.	-4.4	6	9	76
CN(CCc1ccccn1)S(=O)(=O)c1ccc(F)cc1	95	1	-16	1	-3	.	-3.1	15	-1	92
Nc1nc2nc(SCC(=O)N3CCCc4ccccc43)[nH]c2c(=O)[nH]1	104	2	-29	-8	0	.	-3.5	20	1	92
CCCCCCCOc1ccc(-c2ccc(C#N)cn2)cc1	96	3	-12	18	.	-33	5.1*	3	-2	87
Later entries.
SMILES	HCT116 PTEN-null	NPY Y2 blocker	BB579 growth dn	GALR2 antag	Phagocyt inh	E-sel TNF inh	MRP-1 activ	Measles CPE	Yeast lifespan up	HCT116 bCat-KO
O=C1CC(Nc2ccccc2)C(=O)N1c1ccc(N2CCOCC2)cc1 (configuration not stated)	97	1	-18	5	2	11	-1.1	21	-21	110
COCCN(C(=S)Nc1cc(C)cc(C)c1)C(C)c1cccnc1 (configuration not stated)	94	5	-14	9	-2	-16	-2.4	4	1	87
CCCCN(C(=O)NC(=O)Nc1nc2ccc(OC)cc2s1)S(C)(=O)=O	90	0	-47	0	2	-46	-1.6	21	-8	90
Cc1[nH]c(=O)[nH]c(=O)c1S(=O)(=O)N1CCCC1	95	2	0	16	.	.	-0.2	15	-6	88
Cc1ccc(CCNC(=O)C2CCN(S(=O)(=O)c3cccc4nsnc34)CC2)cc1	88	4	-47	6	.	6	1.4	7	.	106
COc1ccc(-c2nnc(-c3cccnc3)o2)cc1	100	-1	-8	6	-4	-11	-2.2	12	-15	95
O=C(CSc1nc2c(cnn2-c2ccccc2)c(=O)[nH]1)N1N=C(c2cccs2)CC1c1ccc(F)cc1 (configuration not stated)	60	-2	-32	19	.	-19	-3.5	6	3	75
Nc1ccc(Sc2cnn(-c3ccccc3)c(=O)c2Cl)cc1	61	4	-21	8	.	-6	-3.7	6	-10	64
Cc1cccc(NC(=O)c2ccccc2O)c1C	89	1	-9	3	-2	17	-1.2	15	-8	82
CCOc1ccc(Nc2oc(-c3cccc(Cl)c3)nc2C#N)cc1	59	1	-20	-11	0	3	-4.5	22	-5	60
O=C(Nc1ccc(Cl)c([N+](=O)[O-])c1)c1ccc(NCCCN2CCOCC2)c([N+](=O)[O-])c1	111	0	-61	4	0	.	-2.2	10	-16	98
CCN(CC)C(=O)Cn1nc(-c2ccccc2O)nc1SCC(=O)Nc1ccc(OC)cc1	75	3	-16	7	-1	.	-1.7	5	-3	84
O=[N+]([O-])c1ccc(/C=N/n2cnc3ccccc32)s1	3.0*	0	21	-1	2	0	-4.6	3	-8	2.4*
CN(C)CCCN(C(=O)c1cc2ccccc2oc1=O)c1nc2ccc(F)cc2s1	98	2	-26	7	3	-6	-2.5	3	1	90
COc1ccc(S(=O)(=O)NCc2ccccn2)cc1	98	-1	-4	-10	-2	-19	-2.6	10	-5	89
NC(=O)CSc1nnc(-c2ccc(S(=O)(=O)N3CCCC3)cc2)n1CC1CCCO1 (configuration not stated)	92	-2	2	-14	-2	.	0.1	15	-3	88
O=C(Cc1sc(Nc2ccccc2)nc1-c1ccccc1)NCc1ccccc1	75	0	-21	-9	7	0	-3.8	2	0	73
COc1cc(CNCCc2ccc(S(N)(=O)=O)cc2)ccc1OCC(=O)NC1CCCCC1	85	6	-22	-7	0	-4	0.7	17	18	81
Cc1cc2cc3c(cc2nc1SCC(=O)Nc1c(C)cccc1C)CCC3	38	0	-62	1	.	37	-3.9	5	-1	56
CCc1ccc(-n2c(O)cnc2Nc2nc(C)cc(C)n2)cc1	104	.	16	.	0	.	1.9	7	-7	106
CCOC(=O)N1CCN(C(=O)Cc2ccsc2)CC1	88	2	-27	-4	.	.	-1.0	14	-2	91
CS(=O)(=O)N(CC(=O)Nc1ccccc1)Cc1ccc(Cl)cc1	83	0	-30	2	6	-19	0.5	6	-3	92
O=C(COc1ccc(S(=O)(=O)N2CCCC2)cc1Cl)NC1CC1	114	2	-42	17	-1	-36	0.6	8	-4	94
COc1cc(NC(=O)c2ccccc2)c(OC)cc1NC(=O)CN1CCOCC1	109	-1	-14	-7	0	18	-0.8	6	-9	111
COCCCn1c(SCC(=O)N2CC(=O)Nc3ccccc32)nnc1-c1ccoc1C	111	-2	-53	-12	0	10	-0.9	13	-12	93
The list continues.
SMILES	HCT116 PTEN-null	NPY Y2 blocker	BB579 growth dn	GALR2 antag	Phagocyt inh	E-sel TNF inh	MRP-1 activ	Measles CPE	Yeast lifespan up	HCT116 bCat-KO
Cc1cc(=O)n2nc(N3CCC(C(=O)NC4CCCc5ccccc54)CC3)sc2n1 (configuration not stated)	84	0	-1	6	-1	.	-4.5	8	-25	81
O=c1c2c3c(sc2nc2n1CCCC2)CCCCC3	104	2	-9	0	-1	13	0.5	8	-13	94
CCn1nc(C(=O)Nc2ccc(C)c(C)c2)c(Cl)c1Cl	97	2	-20	4	0	-23	-1.7	12	-1	99
CCOc1ccc(C(C)C)cc1S(=O)(=O)n1nc(C)cc1C	75	9	-30	11	1	-22	-2.2	36	34	72
CCC(C)NC(=O)C1CC(c2ccc(OC)cc2)=NO1 (configuration not stated)	99	1	-7	11	-3	.	-1.4	6	-8	93
Cc1ccc2sc(C)[n+](CCC(C)S(=O)(=O)[O-])c2c1 (configuration not stated)	95	1	-27	-2	-10	.	2.1	20	5	99
CCN(CC)C(=O)C1CCCN(c2ccc([N+](=O)[O-])cc2/C=N/NC(=O)c2cccc([N+](=O)[O-])c2)C1 (configuration not stated)	44	-2	-15	3	.	18	-5.4	5	-6	69
Cc1ccc(-n2nc(C(=O)O)c3ccccc3c2=O)cc1C	102	1	-15	-8	.	17	-2.8	11	-6	94
COc1cccc(C(=O)/C=C/c2ccc(SC)cc2)c1	12	5	-31	-4	.	-42	-6.9	7	-24	6
C/C(=N\NC(=O)c1ccccc1)c1ccc(C)c([N+](=O)[O-])c1	102	3	-36	2	-13	-15	1.0	4	-3	95
CCc1ccc(N(C(=O)c2ccco2)C(C(=O)NC2CCCC2)c2ccco2)cc1 (configuration not stated)	84	4	-36	7	.	-2	-4.6	9	.	83
Cc1ccc(NCc2ccccc2OCc2ccccc2F)cc1	80	5	-32	4	0	2	0.1	6	-11	81
CCc1ccc(C(C)NC(=O)/C(C#N)=C\c2cn[nH]c2-c2ccccc2)cc1 (configuration not stated)	44	-1	-22	1	1	2	1.3	5	-13	56
COC(=O)CC1Oc2ccccc2N(Cc2ccc(C)cc2)C1=O (configuration not stated)	110	2	-58	8	-1	-21	-1.0	23	-16	103
CC1CCCN(c2nc3nonc3nc2N2CCCC(C)C2)C1 (configuration not stated)	90	3	-43	-7	.	-20	-0.3	13	.	78
Cc1ccc(S(=O)(=O)N(c2cccc(C(F)(F)F)c2)C2C=CS(=O)(=O)C2)cc1 (configuration not stated)	74	-2	-16	6	0	10	-3.3	5	.	61
CCC(C)NS(=O)(=O)c1ccc(OCC(=O)NCc2ccco2)cc1 (configuration not stated)	90	2	-15	0	1	14	-2.9	12	-12	93
Cc1nc(N2CCN(C(=O)c3ccco3)CC2)c2c3c(sc2n1)CCCC3	33	5	-6	-10	.	26	-0.8	16	.	37
COCCOC(=O)c1c(C)n(C)c2ccc(OC(=O)c3ccco3)cc12	119	0	-60	-9	0	-4	0.1	12	2	97
O=C(NCCCn1ccnc1)C(=O)NCC(c1cccnc1)N1CCN(c2ccccc2)CC1 (configuration not stated)	94	1	-25	4	.	-37	-2.5	6	3	88

This is a random part of the collection, and some 6.4% of all compounds hit somewhere here.
